Assay outcomes (PubChem BioAssay)
esBAF inh: Bmi1 luciferase reporter increase in mESCs, primary screen, esBAF inhibitor project, mouse ES cells, Bmi1 luciferase knock-in, single point; reporter increase, % at 12.5 µM; hit rate 2% among 350,000; 24 h; 100% = twice the neutral-well signal; AID 602393, 2012; in the data active = activation above about 40%; inconclusive = no clear call, values can overlap the other calls;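 also: 0% = median of the plate's neutral control wells and 100% = double that signal; a rise in the Bmi1 reporter signal indicates esBAF inhibition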
C2C12 statin: suppressors of statin myotoxicity in C2C12 myotubes, primary screen, cell-based, single point, plate reader. C2C12 myotubes + simvastatin, ATP luminescence, 48 h; scaled: DMSO 0, geranylgeraniol control 100. hit rate 0.78% among 330,000. AID 602340, 2012. rescue of ATP level, % at 7.49 µM;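 active = mean ATP rescue above about 67%, or every replicate alone reaching that limit, limit read from the data, passing the limit was not always enough; inconclusive = no clear call, values can overlap the other calls; inactive = mean under the limit and some replicate under it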;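 also: myotubes were challenged with 10 µM simvastatin during compound exposure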
ARNT TACC3 PPI: disruptors of ARNT/TACC3 protein interaction, primary screen, biochemical, AlphaScreen, single concentration; Transforming acidic coiled-coil-containing protein 3 (Homo sapiens), Q9Y6A5; hit rate 0.66% among 390,000; inhibition, % at 9.99 µM; AlphaScreen His-ARNT PAS-B/GST-TACC3 binding, luminescence; TACC3 fragment carries E629A point mutation; AID 623870, 2012;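 active = mean inhibition of replicates at least 50% and at least half of replicates each reaching 50%; inconclusive = half or more replicates reach 50% but mean below 50%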;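 also: 0% = complete ARNT plus TACC3 wells and 100% = ARNT alone without TACC3; many hits fall short of the cut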
miR122 inh: miR-122 Renilla sensor signal increase in Huh7, primary screen, miR-122 inhibitor project, cell-based, single point, plate reader. Huh7 miR-122 Renilla luciferase sensor, 48 h; neutral wells = 0, positive control = 100. activation (reporter increase), % at 12.5 µM. hit rate 0.3% among 340,000. AID 602342, 2012;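 active = mean replicate activation score at least 90 and every replicate individually at or above 90; inconclusive = only one of the two criteria met; inactive = neither criterion met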;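 also: higher luciferase means less miR-122 activity so hits act as miR-122 inhibitors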
Cneo AK release: Cryptococcus neoformans cell lysis inducers, primary screen, AK release luminescence, single concentration. hit rate 0.2% among 360,000. lysis activity, % at 15 µM. AID 651654, 2012. C. neoformans lysis, adenylate kinase release luminescence, 4 h; normalised: neutral wells 0, clomiphene wells 100;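 active = mean lysis activity across replicates of at least 80%, whatever share of replicates individually reach that level; inactive = mean lysis activity below 80%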
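Schedule: static 4 h at 37 °C with compound, 1 h detection; system: C. neoformans cells; benchmarks: Clomiphene as positive control; buffer or medium: fresh YPD medium; measure: luminescence rise reflecting yeast cell lysis; measured by: luminescent adenylate kinase detection reagent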
SIRT5 block: SIRT5 desuccinylase inhibitors, primary screen, biochemical, fluorescence imaging, single point, set 5; NAD-dependent protein deacylase sirtuin-5, mitochondrial (Homo sapiens), Q9NXA8; Purified SirT5, succinyl-peptide AMC, trypsin-coupled fluorescence; inhibition, % at 15 µM; hit rate 1.1% among 330,000; AID 652115, 2013; in the data active = inhibition above about 15%; inconclusive = no clear call, values can overlap the other calls
Target sequence (Q9NXA8 whole entry, looked up): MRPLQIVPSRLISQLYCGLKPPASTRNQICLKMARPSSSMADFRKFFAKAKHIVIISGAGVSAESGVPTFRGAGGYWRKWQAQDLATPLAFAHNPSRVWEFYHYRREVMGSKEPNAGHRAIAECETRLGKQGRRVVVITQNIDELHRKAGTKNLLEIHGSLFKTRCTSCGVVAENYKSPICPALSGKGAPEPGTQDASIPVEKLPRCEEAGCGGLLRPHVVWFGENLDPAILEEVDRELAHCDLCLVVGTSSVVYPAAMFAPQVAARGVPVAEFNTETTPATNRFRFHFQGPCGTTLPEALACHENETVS
ERp5 block: inhibitors of ERp5-driven insulin aggregation, primary screen, biochemical, turbidity, absorbance 650 nm, single point. Protein disulfide-isomerase A6 (Homo sapiens), Q15084. 90 min. inhibition, % at 9.99 µM. hit rate 0.05% among 350,000;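 active = mean replicate inhibition above about 25%, with every replicate also reaching it, limit read from the data, passing the limit was not always enough; inconclusive = only one of those two criteria met; inactive = neither criterion met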
Target sequence (Q15084 whole entry, looked up): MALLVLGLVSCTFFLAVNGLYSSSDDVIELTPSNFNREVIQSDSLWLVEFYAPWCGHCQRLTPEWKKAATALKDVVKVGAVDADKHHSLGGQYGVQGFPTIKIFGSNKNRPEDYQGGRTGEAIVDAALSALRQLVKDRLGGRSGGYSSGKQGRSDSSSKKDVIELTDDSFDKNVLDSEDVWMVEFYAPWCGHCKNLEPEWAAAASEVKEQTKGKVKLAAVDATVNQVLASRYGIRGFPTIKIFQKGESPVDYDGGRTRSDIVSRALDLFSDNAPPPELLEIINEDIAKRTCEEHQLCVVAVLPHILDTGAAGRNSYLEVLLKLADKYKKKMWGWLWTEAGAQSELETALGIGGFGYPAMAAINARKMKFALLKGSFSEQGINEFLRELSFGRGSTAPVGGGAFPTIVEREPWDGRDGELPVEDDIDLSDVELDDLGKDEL
* = called active by the depositor; ? = inconclusive; . = no result given; [ ] = remark or other dose. The order is random, and some 4% of all compounds hit somewhere here.

SMILES	esBAF inh	C2C12 statin	ARNT TACC3 PPI	miR122 inh	Cneo AK release	SIRT5 block	ERp5 block
CC1CCCCN1CCNC(=O)C1CCN(S(=O)(=O)c2cccc3cccnc23)CC1 (configuration not stated)	7	1	1	-4	-3	.	3
Cc1ccc(Cc2c(-c3ccc(C)cc3)nc3ccc(Br)cn23)cc1	?	15	.	9	-4	-6	-3
COc1ccccc1-c1cn(CC[C@@H]2CC[C@@H](NC(=O)NC(C)C)[C@@H](CO)O2)nn1	2	1	-9	.	37	4	2
O=S(=O)(c1ccccc1)N1CCCCC1CCc1ccccc1 (configuration not stated)	-1	7	-14	-8	-2	-3	2
O=C(O)CCc1ccc(-c2ccccc2)n1CC(=O)O	-11	13	-6	-11	0	.	.
CC1=NNC(=O)C1CC(=O)N/N=C(/C)c1cccc([N+](=O)[O-])c1 (configuration not stated)	.	.	-3	.	.	-2	3
CC(=O)Nc1c(C#N)c(C(C)(C)C)cn1C	-5	9	4	4	-1	.	.
COc1cc(CC(NC(C)=O)C(=O)NC2CCN(C(=O)c3ccc(C)cc3)CC2)cc(OC)c1 (configuration not stated)	-4	5	1	.	0	-1	5
Cc1cc(NS(=O)(=O)c2ccc(NC(=S)NC(=O)c3ccc(Br)cc3)cc2)no1	.	.	2	23	2	1	-7
COc1ccc(NC2CS(=O)(=O)CC2NCc2ccccc2)cc1 (configuration not stated)	1	0	0	-7	0	.	.
CN1CCN(C(=S)NC(=O)c2ccc(C(C)(C)C)cc2)CC1	.	.	-3	-8	2	.	-3
[O-][N+]12CCN(CC1)c1ccccc12	12	10	2	2	7	.	.
Cc1cc(C)cc(OCC(=O)Nc2ccc(S(=O)(=O)Nc3ccccn3)cc2)c1	.	.	-3	.	.	-7	-9
C[C@H](CO)N1C[C@H](C)[C@H](CN(C)C)Oc2ccc(NS(=O)(=O)c3cccs3)cc2CC1=O	2	-9	-19	0[16.7 µM]	-1	-2	0
CNS(=O)(=O)c1ccc(NC(=O)C2CC(=O)N(c3ccc(Cl)cc3)C2)cc1 (configuration not stated)	0	4	18	-2	-2	-5	1
CCC(=O)N1C[C@@H](C)[C@@H](OC)CN(C)C(=O)c2cc(NS(C)(=O)=O)ccc2OC[C@H]1C	4	-6	-4	-1[16.7 µM]	1	-3	-1
O=C(Nc1ccc(OC(F)(F)F)cc1)C1CCCN(S(=O)(=O)c2cnc[nH]2)C1 (configuration not stated)	9	-14	-1	-2	-6	.	.
Cc1nc2c(C)cccn2c1/C(O)=C1\C(=O)C(=O)N(CCN(C)C)C1c1ccccc1 (configuration not stated)	.	.	-7	.	.	-1	-5
CO[C@@H]1CN(C)C(=O)c2cc(NC(=O)c3ccccc3)ccc2OC[C@H](C)NC[C@H]1C	-1	23	-1	2[16.7 µM]	0	-1	4
Cc1ccc2oc(-c3ccc(C)c(NC(=S)NC(=O)c4cccs4)c3)nc2c1	.	.	10	.	.	-2	7
COc1ccc(NC(=O)Nc2ccc3c(c2)C(=O)N([C@@H](C)CO)C[C@H](C)[C@@H](CN(C)Cc2ccc(Cl)c(Cl)c2)O3)cc1	2	-24	11	-7[16.7 µM]	-4	1	10
CC1(c2ccccc2)NC(=O)N(CC(=O)NNC(=O)c2ccccc2F)C1=O (configuration not stated)	-1	3	13	1	.	-1	1
COc1cccc(CSc2nc3ccccc3[nH]2)c1	54*	-6	5	2	.	0	0
CCOc1ccc(C(=O)CN2C(=O)NC3(CCCc4ccccc43)C2=O)cc1 (configuration not stated)	15	-23	.	1	-1	.	-5
NC(=O)CN1CCN(c2cccc(Cl)c2)CC1	-4	6	-1	-12	0	0	4
(next part)
SMILES	esBAF inh	C2C12 statin	ARNT TACC3 PPI	miR122 inh	Cneo AK release	SIRT5 block	ERp5 block
CN(C)c1nc(NNC(=O)c2ccccc2)nc(N(C)C)n1	2	14	-4	.	-1	0	1
CN(c1ccccc1)S(=O)(=O)c1ccc(Cl)c(C(=O)OCC(=O)N2CCOCC2)c1	-2	5	3	-1	-3	-1	-1
COc1ccc(CNC(=O)CCC(=O)Nc2nnc(CC(C)C)s2)cc1	.	.	-5	-3	3	-1	1
CCOc1ccc(S(=O)(=O)NCCC(=O)N2CCCCCCC2)cc1	5	-1	-2	5	0	-4	9
CCCNC(=O)[C@@H]1[C@@H](CO)[C@@H]2Cn3c(ccc(C4=CCCCC4)c3=O)[C@H]1N2CC	-2	8	-19	7[16.7 µM]	-4	-17	5
C[C@@H]1CN([C@@H](C)CO)S(=O)(=O)c2ccc(-c3ccc(F)cc3)cc2O[C@H]1CN(C)S(C)(=O)=O	2	-10	4	3[16.7 µM]	53	1	-6
O=C(/C=C/c1ccc(Cl)cc1)NCCSc1ccccc1	10	-2	-11	-17	-9	.	.
Cc1cc(NS(=O)(=O)c2ccc(NC(=O)C(C(C)C)N3C(=O)c4ccccc4C3=O)cc2)nc(C)n1 (configuration not stated)	6	11	26	0	-2	.	.
COc1ccc(NC(=O)N(C)C[C@@H]2Oc3c(NC(=O)c4nc5ccccc5s4)cccc3C(=O)N([C@H](C)CO)C[C@@H]2C)cc1	4	.	29	11[16.7 µM]	-3	0	-8
CN1CCN(C(=O)C[C@H]2CC[C@H]3[C@@H](COC[C@H](O)CN3C(=O)c3ccccc3F)O2)CC1	1	-6	-12	2[16.7 µM]	3	.	.
CC(=O)Oc1ccc2nc(CN3C(=O)c4ccc([N+](=O)[O-])cc4C3=O)oc(=O)c2c1	.	.	2	.	.	4	-1
Cc1ccc(Cl)cc1NC1=NC(=S)N(C(C)C)C12CCCCC2	1	-5	-1	0	-1	.	.
Cn1c(-c2ccccc2)cnc1N	26	-6	58*	9	0	.	.
O=C(OCc1csc(-c2ccccc2)n1)c1ccccc1O	.	.	-106	.	.	-6	-13
O=C(Cn1cnc2c(NCc3ccccc3)ncnc21)NCCc1cc2ccccc2[nH]1	-2	14	28	-4	15	-1	2
CC(C)OP(=O)(OC(C)C)C(Nc1ccccc1)c1ccccc1C(F)(F)F (configuration not stated)	-7	-9	-2	-5	1	4	-1
COc1cc2c(cc1OC)C(c1ccccc1C)CC(=O)N2 (configuration not stated)	0	14	8	4	0	-18	-2
CN1c2ccc(-c3cccc(F)c3)cc2[C@H]2[C@H](CCN2C(=O)C2CC2)[C@H]1CO	-10	0	6	100*[16.7 µM]	-1	-15	4
Oc1cccc(Nc2nc(O)c(/C=C3\C=Nc4ccccc43)s2)c1	59*	-24	13	1	-5	9	3
CCNC(=S)NCCN1CCCCC1	-2	-9	-6	3	4	.	.
Cn1c(CC(=O)NNC(=O)c2cccnc2)nc2ccccc21	2	1	21	-3	0	-1	-9
COc1ccc(NC(=O)Nc2ccc3c(c2)[C@H]2C[C@H](CC(=O)N4CCOCC4)O[C@H](CO)[C@H]2O3)cc1	0	5	-1	2[16.7 µM]	-5	.	.
CO[C@@H]1CN(C)C(=O)c2cc(NC(C)=O)ccc2OC[C@H](C)N(C(=O)c2cnccn2)C[C@H]1C	0	-1	0	.	1	0	-2
CN(/C=C1/C(=O)CNC1=O)CCO	.	.	.	-3	.	-2	5
O=C(NCCCc1ccccc1)c1ccc(CS(=O)Cc2ccc(Cl)cc2)o1 (configuration not stated)	-7	8	-3	-2	-5	-1	-13
More compounds:
SMILES	esBAF inh	C2C12 statin	ARNT TACC3 PPI	miR122 inh	Cneo AK release	SIRT5 block	ERp5 block
C[C@@H](O)C#Cc1ccc([C@@H]2[C@H]3CN(CC4CC4)CCCCN3[C@H]2CO)cc1	-4	1	-9	12[16.7 µM]	115*	0	2
Cc1cccc(-c2nnc(SCC(=O)Nc3cc(C)on3)n2C)c1	-2	-17	.	-2	0	0	3
COc1ccccc1NC(=O)N1C[C@H](O)COC[C@@H]2O[C@@H](CC(=O)NCc3ccccc3)CC[C@H]21	1	-14	-5	8[16.7 µM]	0	-1	7
COc1ccc(NC(=O)c2cc(C3CCCCN3S(=O)(=O)c3cn(C)cn3)on2)c(C)c1 (configuration not stated)	-2	-1	.	4	0	.	6
COCCCN1C(=O)/C(=C/c2ccc(CNS(=O)(=O)c3ccccc3)o2)C(C(=O)OC)=C1C	4	-1	.	0	0	8	-2
CS(=O)(=O)Nc1ccccc1N=C(c1ccccc1)c1ccccc1	-8	4	-1	4	1	12	0
COc1ccc(C(=O)O)cc1S(=O)(=O)NCCc1ccccn1	-1	4	-5	14	2	-1	3
CCn1c(SCC(=O)Nc2cccc(C)n2)nnc1-c1ccco1	-4	3	-7	-11	-1	.	.
Nc1ncnc2c1ncn2[C@@H]1O[C@H](CNCc2cccc(C#Cc3ccccc3)c2)[C@@H](O)[C@H]1O	-3	-7	2	-6	-3	-21	11
O=C(C[C@H]1CC[C@H]2[C@@H](COC[C@H](O)CN2Cc2cccc(Cl)c2)O1)N1CCOCC1	-3	7	7	-2[16.7 µM]	-7	-3	-2
CCOC(=O)c1cc(=O)n2nc(-c3ccc(C)cc3)nc2s1	-5	3	-3	-3	0	.	.
COC(=O)C[C@H]1CC[C@@H]2[C@H](COc3ccc(NC(=O)c4ccccc4F)cc3C(=O)N2C)O1	2	9	-3	.	-8	-6	-6
O=C(Nc1ccc(Oc2ccccc2)nc1)C1CCN(Cc2cccc(F)c2)CC1	0	2	5	-9	0	1	4
COc1ccc(C2=NOC(C(=O)NCc3ccccc3)C2)cc1 (configuration not stated)	-6	.	4	20	-1	-5	2
CC(C)COC(=O)c1ccccc1N1C(=O)C2C3CCC(C3)C2C1=O (configuration not stated)	.	.	-23	.	.	-1	2
Cc1ccc(CNC(=O)Cc2nc3nc(C)cc(C)n3n2)cc1	.	.	0	-3	17	.	.
CC(NC(=O)COC(=O)CNC(=O)C1CCCCC1)c1ccccc1 (configuration not stated)	1	1	-5	-4	2	-2	2
CC1CCN(C(=O)COC(=O)c2ccc3c(c2)OCCO3)CC1	29	-10	0	.	2	.	4
CCC(=O)Nc1ccc(C(=O)CSc2nc(N)cc(N)n2)cc1	-7	-5	0	-5	0	0	3
Cc1cccc(C(=O)OCC(=O)NC2CC2)c1O	10	5	-2	4	2	-1	-1
O=C(CSc1ccc(Cl)cc1)N1CCC(c2nc3ccccc3s2)CC1	-2	5	-1	-6	4	.	.
Oc1cc2c(c(Cl)c1O)CCNCC2c1ccccc1 (configuration not stated)	11	-5	1	1	1	-2	4
CCCCc1nnc(SCC(=O)Nc2nccs2)n1C	-10	-3	-3	-5	2	2	-2
CC1CN(c2nc3c(c(=O)n(C)c(=O)n3C)n2Cc2c(F)cccc2Cl)CC(C)O1 (configuration not stated)	4	4	-2	3	3	.	.
